WT yeast gro inh: growth inhibition of WT yeast, mitochondrial fusion screen | mitochondrial fusion phenotypic screen, WT strain | inhibition, % at 10 µM | actives 2.1% (n = 190,000) | AID 1362; in the data active = inhibition above about 58%; tested in S. cerevisiae
human PMI inhibitors: MPI inhibition at elevated mannose 6-phosphate – biochemical, fluorescence intensity, high mannose 6-phosphate, primary screen (AID 1220); recombinant PMI enzyme, coupled fluorescence intensity; higher % means a stronger effect; actives 0.66% (n = 190,000); inhibition, % at 20 µM; hits with a dose series show IC50 in µM
TNAP activation fold: stimulation of alkaline phosphatase TNAP activity – biochemical, luminescent, no phosphate acceptor, uHTS, primary screen (AID 1001); purified TNAP, luminescent activation assay, no phosphate acceptor; higher activation fold means a stronger effect; activation fold at 20 µM, or EC50 in µM where a hit was titrated; actives 0.03% (n = 200,000); in the data active = activation fold from about 3, or a potency from the dose series; inactive = the rest, 99 in 100 with activation fold below about 1.6; also: many of its hits are not listed in these tables
Lipid droplet: modulators of hepatic lipid droplet formation | AML12 mouse hepatocytes, oleate lipid droplets, BODIPY imaging | inhibition, % at 6.5 µM | actives 0.4% (n = 240,000) | AID 1656;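 active = lipid droplet intensity inhibited by at least 50%, with more than 500 cells counted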
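Assay system: AML12 hepatocytes (mouse); Probe or stimulus: oleic acid at 100 µM to induce lipid droplet formation; Dosing: compound at 6.5 µM only; Schedule: compound with oleate, overnight; Detection: fluorescence imaging, 20x objective, two fields per well; Measure: % inhibition of lipid droplet signal.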
P. falciparum M1AAP: P. falciparum M1AAP inhibitors, biochemical, fluorogenic H-Leu-NHMec substrate, 1536-well (AID 1445). recombinant M1AAP, H-Leu-NHMec fluorogenic kinetic assay; higher % means a stronger effect. one-dose inhibition, % at 30 µM; IC50 in µM for titrated hits. actives 0.42% (n = 220,000);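 active = primary inhibition above the hit cutoff, then over 50% inhibition at one or more dose response concentrations, cut at about 23% in these data, passing the limit was not always enough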;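 also: plate controls were DMSO full reaction for no effect and no enzyme background for full effect; strong numbers were not always called active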
human PMI inhibition: MPI enzyme activity inhibition – biochemical, fluorescence intensity, coupled assay, primary screen (AID 1209); purified PMI enzyme, coupled fluorescence intensity; higher % means a stronger effect; actives 0.42% (n = 190,000); inhibition, % at 20 µM; hits with a dose series show IC50 in µM;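 also: plate controls were DMSO vehicle for no effect and wells lacking substrate for full effect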
Myeloid diff MLP: compounds promoting myeloid differentiation | ER-HoxA9 myeloid progenitors, lysozyme-GFP differentiation, flow cytometry | calls only at 10 µM | actives 1% (n = 360,000) | AID 624256;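 active = normalized GFP-positive differentiation at or above the plate's own cutoff, the solvent-only control mean plus 3 SD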;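 also: cells exposed to compound for four days before flow analysis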
K1F lysis inhibition: inhibition of K1F phage lysis, E. coli UTI89, bacterial capsule biogenesis inhibitors, alamar blue (AID 488966). actives 0.02% (n = 340,000). inhibition, % at 100 µM; hits with a dose series show IC50 in µM. E. coli UTI89 K1F phage lysis, alamar blue, 2 h; higher % means a stronger effect;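 active = phage lysis inhibition, versus mean bacterial control, above a set limit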;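 also: capsule biogenesis inhibitors block K1F phage lysis so surviving cells raise fluorescence; higher fluorescence means more inhibition of phage lysis; actives were called in the ten point dose series up to 300 µM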
CSM14.1 death rescue: rescue of cells from ER stress-induced death, primary screen, 384-well, CSM14.1, thapsigargin, ATP luminescence (AID 1222). CSM14.1 thapsigargin-induced death rescue, ATP luminescence; higher % means a stronger effect. one-dose cellular ATP content (survival), % at 20 µM; EC50 in µM for titrated hits. 190,000 tested, under 10 active;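 active = EC50 below 50 µM in the dose-response confirmation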;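 also: death triggered by thapsigargin at about 15 µM added after 2 h compound pretreatment; cell ATP read after overnight thapsigargin exposure of roughly 18 to 22 hours; normalized against plate controls of thapsigargin alone and 5% DMSO vehicle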
WT yeast gro inh mutant strain: further read-out of WT yeast gro inh, marked with its call; inhibition, %; mitochondrial fusion phenotypic screen, mutant strain inhibition
Lipid droplet cells 6.5 µM: second read-out of Lipid droplet, no call of its own (marks repeat the call); cell count; measured here: cell count, cytotoxicity flag;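 cells counted across two imaged fields per well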
Myeloid diff MLP GFP+ MAC1+ %: further read-out of Myeloid diff MLP, marked with its call; GFP+ MAC1+ double positive, %; measured here: differentiation confirmed by MAC1 staining
* hit, by the source's call; i = inactive; . = not tested or not shown; [ ] = remark or other dose. Rule as the data show it, unless noted: active = inhibition above about 50%; inactive = the rest.

SMILES | WT yeast gro inh | WT yeast gro inh mutant strain | human PMI inhibitors | TNAP activation fold | Lipid droplet | Lipid droplet cells 6.5 µM | P. falciparum M1AAP | human PMI inhibition | Myeloid diff MLP | Myeloid diff MLP GFP+ MAC1+ % | K1F lysis inhibition | CSM14.1 death rescue
CCOC(=O)c1ccc(NC(=O)CSCCC(=O)O)cc1 | -13.5 | -2.7 | -3.7% | 1.1 | -23.5 | 684 | -8.1% | -18.2% | i | 0.6 | -0.7% | -0.4%
N=c1sccn1CC(=O)Nc1ccc(Cl)c(S(=O)(=O)N2CCOCC2)c1 | -10.6 | 4.3 | 20.2% | 1.1 | . | . | 0.8% | -3.4% | i | 0.3 | 0.2% | -0.5%
COC(=O)/C(=C1\Oc2ccc(C(C)(C)C)cc2S1)C(F)(F)F | 7.6 | 0.0 | -1.1% | 1 | -6.4 | 700 | -1.5% | -10.4% | i | 0.3 | 6.2% | -2.9%
COc1ccc(COC(=O)c2ccc(N3CCCC3=O)cc2)cc1F | 3.1 | 0.1 | 16.1% | 1 | . | . | -0.9% | 14.8% | i | 1.6 | -0.2% | 2.2%
COc1ccc(OCC(O)CNc2ccc(Br)cc2)cc1 (stereo unspecified) | 27.7 | 2.9 | 28.2% | 1.1 | -26.6 | 763 | 5.9% | 31.0% | i | 1.7 | -6.1% | -3.2%
CSCCC(NS(=O)(=O)c1ccc(Cl)cc1)C(=O)OCC(=O)NC12CC3CC(CC(C3)C1)C2 (stereo unspecified) | -1.1 | -8.1 | 11.2% | 1 | 3.1 | 746 | 6.7% | 14.0% | i | 2.0 | 0.8% | 0.0%
COc1ccc(CCN(C(=O)c2ccc(F)cc2)C2=CC3CCC(C2)N3C)cc1OC (stereo unspecified) | . | . | -1.2% | 1.1 | . | . | . | -4.6% | i | 0.3 | 0.0% | .
O=C(CNC(=O)c1ccc(Cl)cc1)NCCCn1ccnc1 | 27.9 | -2.5 | -0.5% | 1 | . | . | 6.2% | 8.3% | i | 0.5 | -0.2% | -1.9%
Cn1c(C(=O)O)cc2c(=O)n3ccccc3nc21 | . | . | . | . | 0.4 | 702 | 29.8% | . | i | 0.5 | 0.3% | .
CCOc1ccc(CN2CCNC(=O)C2CC(=O)NCCCn2ccnc2)cc1 (stereo unspecified) | 4.1 | 3.5 | 13.9% | 1.1 | 27.2 | 721 | 4.0% | 7.5% | i | 0.7 | 0.3% | -2.7%
O=C1N=C2SCCN2/C1=C\c1ccc(Cl)cc1 | 15.9 | -8.7 | -4.9% | 1 | 13.5 | 795 | 12.6% | 2.0% | i | 0.6 | -1.0% | -3.6%
NNC(=O)c1nn(-c2ccc(Cl)cc2)ccc1=O | -13.4 | 22.5 | 38.4% | 1 | . | . | 3.8% | -4.4% | i | 1.3 | 1.5% | -0.5%
O=C(c1ccc(SCc2ccco2)c([N+](=O)[O-])c1)N1CCOCC1 | 15.1 | 0.2 | -0.6% | 1.1 | -0.9 | 661 | -0.6% | 2.9% | i | 1.7 | 2.8% | -0.9%
CCc1ccc(-c2nn[nH]n2)cc1 | -2.0 | 21.9 | -9.7% | 1.1 | . | . | 0.2% | -5.5% | i | 9.0 | 4.3% | -2.8%
CCOC(=O)CNC(=O)CSc1nc2cccnc2n1C | -6.5 | -7.5 | 5.8% | 1.1 | . | . | 10.6% | -13.9% | i | 1.3 | 0.3% | -2.3%
CCN(CC)C(=O)Cn1cc(C(=O)C(=O)NCc2ccco2)c2ccccc21 | 10.7 | -11.6 | 13.8% | 0.9 | 2.8 | 695 | 4.8% | -15.9% | i | 0.5 | 0.1% | 0.4%
O=C(C1=C[C@@H](c2ccc(C(F)(F)F)cc2)C[C@@H](OCc2ccc(CO)cc2)O1)N1CCOCC1 | 8.1 | 2.1 | 16.8% | 1.1 | 10.4 | 701 | 0.1% | 14.8% | i | 1.4 | 3.3% | -0.3%
CCOc1ccccc1C1C2C(=O)N(c3ccccc3)C(=O)C2ON1c1ccccc1 (stereo unspecified) | 12.1 | 10.3 | 19.4% | 1 | . | . | -6.5% | 16.7% | i | 2.1 | 1.1% | 0.2%
COC(=O)c1cccnc1-n1c(=O)c2cccnc2n(Cc2cccc(C(F)(F)F)c2)c1=O | 5.4 | -16.5 | 0.9% | 1 | -18.2 | 715 | 8.4% | 0.4% | i | 0.2 | 0.1%[50 µM] | -9.9%
COC(=O)c1ccc2c(=O)n(CC3CCCO3)c(SCC(=O)Nc3ccc(OC)cc3OC)nc2c1 (stereo unspecified) | . | . | . | . | -3.2 | 658 | 4.1% | . | i | 0.4 | 0.1% | .
CCOC(=O)c1cn(CC(=O)Nc2cccc(Cl)c2C)nn1 | -4.9 | -1.1 | 8.4% | 1.1 | . | . | 0.8% | 3.7% | i | 0.4 | 0.5% | -2.4%
O=C1CC(N2CCC(O)(c3ccc(Cl)cc3)CC2)C(=O)N1 (stereo unspecified) | 3.3 | -10.5 | -6.1% | 1.1 | -12.1 | 747 | 1.1% | 2.5% | i | 0.8 | -0.3% | -0.8%
COc1ccc(C(=O)Nc2ccc(S(=O)(=O)N3CCCC3)cc2)c(OC)c1 | -9.4 | 2.8 | -2.1% | 1.1 | 2.8 | 742 | -1.0% | 2.3% | i | 0.7 | 0.2% | -2.5%
COc1ccc(OC)c(-c2cc(C3CCN(c4cc(Cl)nc(N)n4)CC3)[nH]n2)c1 | 65.5* | -13.2* | 19.6% | 1 | . | . | 5.7% | 13.6% | i | 1.1 | 0.2% | 0.7%
CCSc1nc2ccccc2n1CCOc1ccccc1 | 25.5 | 10.3 | 2.5% | 1.1 | -4.4 | 718 | -4.5% | 8.4% | i | 2.6 | 1.7% | -2.2%

(list continues)
SMILES | WT yeast gro inh | WT yeast gro inh mutant strain | human PMI inhibitors | TNAP activation fold | Lipid droplet | Lipid droplet cells 6.5 µM | P. falciparum M1AAP | human PMI inhibition | Myeloid diff MLP | Myeloid diff MLP GFP+ MAC1+ % | K1F lysis inhibition | CSM14.1 death rescue
CCc1nnc(NC(=O)C2CC(=O)N(Cc3ccco3)C2)s1 (stereo unspecified) | -7.8 | -7.8 | 7.8% | 1.1 | -21.0 | 596 | 8.7% | 10.0% | i | 0.6 | 0.4% | -1.1%
O=C(O)/C=C\C(=O)Nc1ccccc1C(=O)NCc1ccccc1 | -10.0 | 1.4 | -5.3% | 1.1 | 2.4 | 739 | 3.2% | -5.7% | i | 1.8 | -1.3% | -4.6%
CC(=O)NCCC(=O)Nc1nc(C)c(Cc2ccc3c(c2)OCO3)s1 | 4.0 | -10.9 | 4.4% | 1.1 | -11.1 | 583 | -0.6% | 8.1% | i | 0.4 | 0.2% | -0.5%
Cc1ccc(S(=O)(=O)NCC(=O)OC(C(=O)c2ccccc2)c2ccccc2)cc1 (stereo unspecified) | 43.5 | 18.1 | 19.7% | 1.1 | . | . | 12.0% | 27.3% | i | 0.6 | 0.0% | -1.3%
COC(=O)c1ccc(NC(=S)NCCCn2ccnc2)cc1 | -4.1 | 11.2 | -2.8% | 0.9 | 2.5 | 717 | 3.1% | 2.3% | i | 0.4 | -0.3% | -0.5%
Cc1c(-n2c(SCC(=O)N(C)C3CCS(=O)(=O)C3)nc3ccccc3c2=O)c(=O)n(-c2ccccc2)n1C (stereo unspecified) | -9.1 | -7.1 | -4.7% | 1 | 9.1 | 735 | 3.0% | -3.5% | i | 0.6 | 0.1% | 0.0%
Cc1ccc2nc(Nc3nc(CSc4nc5ccccc5s4)cc(=O)[nH]3)nc(C)c2c1 | 2.3 | 0.0 | 5.4% | 2.1 | 13.6 | 625 | -1.6% | 5.3% | i | 1.3 | 3.3%[50 µM] | -0.2%
Fc1ccc(/C=C2\CCCC3=C2NC(=S)NC3c2ccc(F)cc2)cc1 (stereo unspecified) | -8.8 | -6.0 | -67.0% | 1 | -20.7 | 646 | 7.5% | -48.7% | . | . | . | 5.4%
C=CCN(c1ccc(C(=O)Nc2cccc(C)c2)cc1)S(C)(=O)=O | 0.8 | 2.0 | 1.8% | 1.1 | -0.1 | 634 | 6.2% | -7.6% | i | 0.0 | 2.4% | -1.6%
CC(=O)c1ccc(NC(=O)C(C)OC(=O)c2ccc(NS(=O)(=O)c3ccc(F)c(F)c3)cc2)cc1 (stereo unspecified) | -13.3 | -12.5 | 0.3% | 1.1 | 8.6 | 625 | -4.7% | -1.6% | i | 0.4 | 0.2% | -2.0%
O=C(O)/C=C/c1ccccc1Oc1ccc(Cl)cc1Cl | -1.6 | -13.6 | 2.8% | 1 | 13.9 | 739 | -2.6% | -7.8% | i | 0.2 | -4.5% | .
CC12CCC(C(=O)Nc3cc(Cl)ccc3Cl)(C/C1=N\O)C2(C)C (stereo unspecified) | 1.4 | 33.9 | 5.8% | 1 | . | . | 8.0% | 9.8% | i | 1.0 | 0.4% | 8.3%
CN1CCC2(CC1)N=C(c1ccc(F)cc1)C(=S)N2C(=O)c1ccc(C(C)(C)C)cc1 | 1.6 | -11.3 | -7.9% | 1 | 16.8 | 752 | -0.2% | 4.0% | i | 0.7 | -1.5% | -1.3%
COC(=O)c1ccc2c(c1)NC(=O)CS2 | -13.7 | 14.4 | -9.2% | 1.1 | -3.2 | 730 | -4.0% | -5.1% | i | 0.3 | 0.2% | .
CCn1c(SCC(=O)c2c(N)n(C)c(=O)n(C)c2=O)nnc1-c1ccccc1 | -13.8 | 16.7 | -3.7% | 0.7 | -5.9 | 647 | 1.4% | 4.9% | . | . | . | -2.6%
O=C(NNC(=O)c1ccccc1[N+](=O)[O-])Nc1ccc(Cl)cc1 | 2.9 | 3.4 | 16.5% | 1.5 | 8.0 | 684 | 8.2% | 10.1% | i | 0.3 | -0.1% | -0.3%

An excerpt from above, limited to TNAP activation fold, P. falciparum M1AAP and Myeloid diff MLP GFP+ MAC1+ %.
SMILES | TNAP activation fold | P. falciparum M1AAP | Myeloid diff MLP GFP+ MAC1+ %
COC(=O)c1ccc(NC(=S)NCCCn2ccnc2)cc1 | 0.9 | 3.1% | 0.4
Cc1c(-n2c(SCC(=O)N(C)C3CCS(=O)(=O)C3)nc3ccccc3c2=O)c(=O)n(-c2ccccc2)n1C (stereo unspecified) | 1 | 3.0% | 0.6
Cc1ccc2nc(Nc3nc(CSc4nc5ccccc5s4)cc(=O)[nH]3)nc(C)c2c1 | 2.1 | -1.6% | 1.3
Fc1ccc(/C=C2\CCCC3=C2NC(=S)NC3c2ccc(F)cc2)cc1 (stereo unspecified) | 1 | 7.5% | .

High-throughput results deposited in PubChem BioAssay by several laboratories.

Random draw from the library. Share with any hit: about 4.6%.
